HTT ATP protect – cytoprotection in Huntington HTT-Q103 PC12 cell model; Potency, µM (doses to about 56.4 µM), for the others: cytoprotection (ATP increase), usual class: activators; PC12 HTT-Q103 induced, cytoprotection, ATP luminescence, 40 h; actives 0.14% (n = 230,000); AID 1471;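 further: potency means the concentration at half of the fitted maximal effect; % of control where 0% means no effect; nearly all actives have a fitted effect of over 45% in size; toxic huntingtin expression switched on by the ecdysone agonist tebufenozide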
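Huntington model: PC12 line, ecdysone-inducible HTTQ103 exon1–GFP, tebufenozide 100 nM. Test articles in a dose series. Endpoint luminescence from cellular ATP.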
CBFb-RUNX1 inh – blocks binding between human CBF-beta and RUNX1 | Q01196+Q13951 | AlphaScreen CBFb-His/RUNX1-biotin binding, biochemical | Potency, µM (series often up to 59.8 µM), for the others: at the highest dose activity, negative = inhibition, most hits filed as inhibitors | 230,000 tested, under 10 active; further: % of control where 0% means no effect
Target sequence (Q01196 whole entry, looked up): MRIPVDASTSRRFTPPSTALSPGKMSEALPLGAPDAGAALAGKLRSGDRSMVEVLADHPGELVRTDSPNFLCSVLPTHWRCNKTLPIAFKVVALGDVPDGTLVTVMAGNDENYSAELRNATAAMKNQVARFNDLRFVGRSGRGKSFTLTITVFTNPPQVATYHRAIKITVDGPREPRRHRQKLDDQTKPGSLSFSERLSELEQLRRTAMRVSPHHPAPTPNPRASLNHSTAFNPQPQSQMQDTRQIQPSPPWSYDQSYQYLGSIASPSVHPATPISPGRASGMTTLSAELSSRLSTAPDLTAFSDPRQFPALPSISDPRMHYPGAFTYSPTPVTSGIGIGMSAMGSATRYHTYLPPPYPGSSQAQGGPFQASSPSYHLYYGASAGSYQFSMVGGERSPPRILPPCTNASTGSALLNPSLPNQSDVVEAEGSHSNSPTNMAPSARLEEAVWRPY
Target sequence (Q13951 whole entry, looked up): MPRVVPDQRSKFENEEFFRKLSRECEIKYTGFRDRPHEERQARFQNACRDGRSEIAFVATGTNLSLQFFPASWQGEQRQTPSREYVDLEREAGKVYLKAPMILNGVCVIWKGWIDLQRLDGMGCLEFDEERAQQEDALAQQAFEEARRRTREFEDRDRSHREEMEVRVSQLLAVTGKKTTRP
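AlphaScreen binding: CBFb-His and RUNX1-biotin (30 nM each) preincubated 20 min, compound added for 15 min, then nickel and streptavidin beads for 90 min, all at room temperature. Disruption of the interaction by any mechanism counts as activity.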
IMPase Li cell – cell-permeable IMPase inhibitors with lithium potentiation; Potency, µM (titrated, usually from 59.4 µM), for the others: at the top dose activity, negative = IMPase inhibition, usual class: inhibitors; actives 0.35% (n = 210,000); AID 1457; CHO-M1 cells, IP1 TR-FRET (IP-One), carbachol + lithium;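 further: IP1 builds up when IMPase is blocked and the TR-FRET signal falls; potency means the concentration at half of the fitted maximal effect; plate controls were basal vehicle for no effect and high inhibitor control for full effect; nearly all actives have a fitted effect of over 50% in size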
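Lithium-sensitised IP1 accumulation assay; M1-expressing CHO cells treated 30 min at 37C with compound. Competitive antibody detection by time-resolved FRET followed a 10 min room-temperature lysis step.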
HTT aggregate – reduces HttQ103-GFP aggregates in PC12 cells | PC12 HttQ103-GFP aggregates, Acumen cytometry, 40 h | Potency, µM (series often up to 46.1 µM), inactives show at the top dose activity change, negative = inhibition, usual class: inhibitors | actives 1.1% (n = 220,000) | AID 1688; further: potency means the concentration at half of the fitted maximal effect; on the % scale 0 is the no-effect control and ±100 the full control effect; nearly all actives have a fitted effect of over 60% in size
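Huntingtin Q103 exon 1–GFP aggregates in induced PC12 cells (100 nM tebufenozide) were quantified by cytometry from lysates, with compounds dosed in titration.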
LMNA splice mod – modulators of lamin A splicing; actives 0.01% (n = 200,000); HeLa LMNA splicing GFP/RFP minigene ratio, 48 h; Potency, µM (series often up to 46.1 µM), for the others: top-dose ratio change, negative = inhibition, actives largely listed as inhibitors; active means well fitted inhibition curve with a large enough effect in the signal ratio, with a control signal flat, not every such curve was filed as active; inconclusive means small, poorly fitted or top-dose-only effect, or effect the other way, or a change in a side signal; the % refers to the signal ratio; further: potency means the concentration at half of the fitted maximal effect; on the % scale 0 is the no-effect control and ±100 the full control effect
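S3 HeLa stable clones carrying a lamin A-EGFP splicing minigene plus DsRed2 were seeded at 600 cells/well in Opti-MEM with 2% FBS, pin-dosed and incubated 48 h at 37°C. Acumen cytometry (488 nm) gave the GFP/RFP total-intensity ratio.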
SMN2 splice up – SMN2 splice variant enhancement; HEK293 SMN2-luciferase splicing reporter, luminescence, 30-36 h; Potency, µM (doses to about 46.1 µM), inactives show at the top dose activity change, positive = activation, usual class: activators; actives 2.8% (n = 210,000); further: potency means the concentration at half of the fitted maximal effect; % of control where 0% means no effect; nearly all actives have a fitted effect of over 55% in size
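HEK293 cells carry an SMN2 minigene-luciferase reporter in which exon 7 inclusion puts luciferase in frame. Cells were seeded at 2000 cells/well, attached for 10-12 hours, then exposed to compounds for 30-36 hours at 37C before ONE-Glo luminescence.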
KinaseGlo FLuc – Kinase-Glo luciferase inhibition (counter-screen); Potency, µM (series often up to 38.3 µM), without a hit: top-dose activity change, negative = inhibition, actives largely listed as inhibitors; Kinase-Glo luciferase, ATP luminescence, 8 min; Q27757; AID 1379; actives 0.28% (n = 200,000); further: potency means the concentration at half of the fitted maximal effect; on the % scale 0 is the no-effect control and ±100 the full control effect; nearly all actives have a fitted effect of over 60% in size
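Light output from Kinase-Glo luciferase with luciferin and 10 uM ATP in 50 mM imidazole pH 7.2, KCl, MgCl2, Tween 20, BSA; compound pin-delivered, 8-min ambient incubation, then luminescence read.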
* hit, by the source's call; ? = inconclusive; nt = no result given; & = joins results of further samples; [ ] = remark or other dose. Unless noted, the call rests on the fitted dose curve; in most records, active means well fitted curve in the direction sought with a large enough effect; inconclusive means small, poorly fitted or top-dose-only effect, or another doubt; inactive means no such curve, though single readings can be large; an effect the other way counts as inactive or inconclusive. Compounds as they come. Share with any hit: about 4%.

SMILES	HTT ATP protect	CBFb-RUNX1 inh	IMPase Li cell	HTT aggregate	LMNA splice mod	SMN2 splice up	KinaseGlo FLuc
CCOc1ccccc1NC(=O)/C(C#N)=C/c1c(C)nn(-c2ccccc2)c1Cl	nt	4%	5%	2%	?	-14%	3%
COC(=O)c1[nH]c2ccccc2c1NC(=O)CN1CCCCCC1	11%[0.074 µM]	-10%	12%[38.3 µM]	?	0%	5%	12%
CCC1CCCCN1Cc1ccc(OC)c(C)c1C (centres undefined)	1%[10 µM]	-1%	23%[38.3 µM]	19%	1%	-19%	-4%
CC(O)C(=O)N/N=C/c1ccccc1C(=O)O (centres undefined)	10%[10 µM]	6%	-4%	3%[9.22 µM]	?	nt	2%
O=C1CSC(c2cn(-c3ccccc3)nc2-c2cc3ccccc3oc2=O)N1Cc1ccco1 (centres undefined)	-47%	-1%	-14%[38.3 µM]	-6%	3%	-1%	2%
CCCc1cc(=O)[nH]c(SCC(=O)N(CC)C2CCS(=O)(=O)C2)n1 (centres undefined)	8%	1%	23%[38.3 µM]	6%	9%	-25%	-5%
CC/C=C\C/C=C\C/C=C\C/C=C\C/C=C\CCCCCC(=O)O	-32%&-6%	7%&-1%	-9%&20%	nt	nt	0%&-1%	1%
O=C(CSC1=NCCN1)NC1CCCCCC1	-20%	-7%	7%[38.3 µM]	6%	?	?	16%
COc1cc(NC(=O)C2CC(=O)NC3=C2C(=O)CCC3)c(OC)cc1Cl (centres undefined)	-5%	3%	-5%[38.3 µM]	-22%	8%	-5%	0%
Cc1nnc(SC(C)C(=O)NCC2CCCO2)n1-c1ccccc1 (centres undefined)	13%	-3%	6%[38.3 µM]	-1%	?	3%	1%
S=c1[nH]nc(CSc2nc3ccccc3s2)n1Cc1ccccc1	11%	-9%	27%[38.3 µM]	13%[9.22 µM]	-12%	2%	3%
COC(=O)c1cccc(S(=O)(=O)N2CCC(NC(=O)Nc3cccc(F)c3)CC2)c1	-17%	1%	nt	13%	0%	nt	nt
CCc1ccccc1NC(=S)NCC1CCN(c2ccc(OC)cc2)C1 (centres undefined)	-4%[10 µM]	?	nt	-10%[9.22 µM]	nt	nt	nt
Cc1ccc(C23CC4CC(CC(NC(=O)NCCN(C)C)(C4)C2)C3)cc1	-21%	2%	16%[38.3 µM]	6%	-5%	-1%	-1%
CCCCN(C)C(=O)c1sc2ncn(CC)c(=O)c2c1C	-18%	8%	-11%[38.3 µM]	-3%	13%	-4%	-3%
CC(C)CC(=O)Nc1nnc(CSCc2ccc(F)cc2)s1	11%[10 µM]	7%	nt	17%[9.22 µM]	nt	nt	nt
NC(=O)Cn1c(=O)n(CCc2ccccc2)c(=O)c2c3c(sc21)CCCC3	0%	4%	-4%[38.3 µM]	-13%	-2%	16%	-3%
CCCC(=O)Nc1c2c(nc3ccccc13)N(c1ccccc1)CC2	-28%	3%	-4%	-22%	nt	nt	nt
CC(NC(=O)CN1C(=O)COc2ccccc21)c1ccccc1 (centres undefined)	17%[1.9 µM]	4%	22%[38.3 µM]	-22%	12%	1%	-1%
CC1CCN(C(=O)CN(c2ccc3c(c2)OCO3)S(C)(=O)=O)CC1	9%	4%	4%[38.3 µM]	0%	1%	-4%	1%
CCOC(=O)C1=C(O)C(Nc2nccs2)(C(F)(F)F)N=C1C (centres undefined)	1%	1%	-1%[38.3 µM]	-14%	7%	-11%	-1%
CCOC(=O)N1CCC(=C(C#N)C(=O)Nc2cc(OC)ccc2OC)CC1	-22%	5%	0%[38.3 µM]	4%	7%	-41%[inhibitor]	-8%
c1ccc2c(c1)[nH]c1nc(SCCN3CCOCC3)nnc12	9%[1.9 µM]	-1%	28%[38.3 µM]	-32%	-3%	-21%	-4%
CCCOc1nc2c(c(=O)n(C)c(=O)n2C)n1CC	-15%[0.074 µM]	8%	11%[38.3 µM]	-19%	10%	0%	-2%
COc1ccc(C2=NN(C(C#N)c3ccc(OC)cc3)C(c3ccccc3)C2)cc1 (centres undefined)	12%[10 µM]	6%	3%	-20%	-7%	?	-3%
CN(C)c1oc(-c2cccs2)nc1C#N	24%	1%	-20%[38.3 µM]	1%	4%	11%	0%
O=C1CCCC/C1=C/Nc1ccc2c(c1)OCO2	-13%[10 µM]	-6%	2%[38.3 µM]	0%	-2%	?	-14%
CC1=C(C(=O)Nc2ccccc2)C(c2cc(CN3CCOCC3)cs2)C2=C(CCCC2=O)N1 (centres undefined)	-28%	4%	4%	10%	?	-6%	0%
COCCNC(=O)Cc1ccc(F)cc1	13%[0.074 µM]	8%	0%	-24%	-1%	-2%	1%
COc1ccc(S(=O)(=O)Nc2cc(C)on2)cc1OC	-7%[10 µM]	-2%	14%	-13%	-3%	6%	6%
CC(C)(C)NC(=O)COC(=O)c1ccc(NC(=O)CC#N)cc1	-39%	10%	1%	-20%	nt	-2%	-2%
COc1ccc(NC(=O)CN(C)CC(=O)Nc2ccccc2SC)cc1Cl	-2%[10 µM]	-8%	nt	28%	-9%	nt	nt
COc1ccc(C(C)NC(=O)c2ccccc2Br)cc1OC (centres undefined)	3%	-2%	-3%	-2%	2%[46 µM]	-4%	3%
O=C(O)c1ccc(CNc2ccccc2C(=O)O)cc1	2%[10 µM]	8%	10µM*	-15%	1%	16%	2%
CCn1c(=O)c(C2=NS(=O)(=O)c3ccccc3N2)c(O)c2ccccc21	-6%[10 µM]	3%	?	7%	-9%	3%	-3%
Cc1c(C(=O)Nc2ccccc2Cl)oc2ccc(S(=O)(=O)N3CCC4(CC3)OCCO4)cc12	-9%[0.074 µM]	4%	13%[38.3 µM]	-1%	21%	-16%	0%
O=C(NCc1ccccc1)C1=C[C@@H](c2ccc(Br)cc2)C[C@@H](OCc2ccc(CO)cc2)O1	13%[10 µM]	2%	5%	11%[9.22 µM]	nt	nt	nt
CC(Oc1ccc(-c2ccccc2)c(F)c1)c1ccn(S(=O)(=O)c2ccc(Br)cc2)n1 (centres undefined)	-33%	13%	11%[38.3 µM]	?	-4%	-17%	-1%
COc1ccc(CCN(Cc2nc3ccccc3c(=O)[nH]2)C(=O)c2ccco2)cc1	?	5%	28%[38.3 µM]	-3%	-3%	?	-7%
COc1ccc2nc(NNC(=O)COc3ccccc3)sc2c1	-101%	-4%	3%	4%	nt	13%	-1%
CC(C)(C)[C@]1(O)CCN2CC3c4ccccc4CCc4cccc(c43)[C@@H]2C1 (some centres undefined)	-66%[inhibitor]	4%&-2%	22%&8%	-18%	?	-38%&-24%[inhibitor]	-11%&-3%
O=[N+]([O-])c1cccc(-c2nnn(C34CC5CC(CC(C5)C3)C4)n2)c1	-14%	2%	-3%[38.3 µM]	2%	7%	13%	-1%
COCC(=O)N(Cc1cc2ccc(C)cc2[nH]c1=O)c1ccc(OC)cc1	3%	-2%	4%[38.3 µM]	-12%	4%	nt	-4%
O=C(CSCc1ccco1)NC1CCCC1	7%[10 µM]	2%	3%	6%	3%	?	-9%
C=CCNC(=O)NC(=O)COC(=O)/C(C#N)=C/c1cc(C)n(CCC(C)C)c1C	-14%	1%	-3%[38.3 µM]	-25%	-6%	-10%	-5%
C=CCc1cc(OC)ccc1OCCON1C(=O)CCC1=O	0%	3%	29%[38.3 µM]	-25%	2%	7%	1%
CC(C)(C)C(=O)Nc1nnc(SCc2ccc(F)cc2)s1	?	-2%	18%[38.3 µM]	33%[9.22 µM]	?	-18%	1%
O=C(C1CCN(S(=O)(=O)c2cccs2)CC1)N1CCCCCC1	-23%[10 µM]	-2%	4%[38.3 µM]	3%	5%	2%	-4%
CS(=O)(=O)c1ccc(C(=O)N2CCc3ccccc3C2)cc1	-1%	5%	-4%	12%	8%[46 µM]	-9%	0%
COc1ccccc1C(=O)Nc1ccc(-c2nnn(CC(=O)N3CCOCC3)n2)cc1	-19%[10 µM]	5%	?	-7%[9.22 µM]	nt	1%	4%
CN1/C(=C\C(=O)COC(=O)c2ccccc2O)C(C)(C)c2ccccc21	10%[10 µM]	14%	nt	-11%[9.22 µM]	nt	nt	nt
COc1cc(NC(=O)CN2C(=O)c3ccccc3Sc3ccc(C(=O)N4CCOCC4)cc32)cc(OC)c1OC	-36%	-6%	7%	10%	nt	?	1%
COC(=O)c1cn(-c2nc(C)c3c(n2)CCC3)nn1	8%	-3%	0%	19%	nt	1%	0%
CCOc1ccc(S(=O)(=O)N/N=C2/CC(c3ccccc3)Oc3ccccc32)cc1 (centres undefined)	-31%	-4%	33%[38.3 µM]	?	-15%	?	-3%
COc1cccc(C(=O)COc2ccccc2-c2ccccc2)c1	16%[10 µM]	?	7%	?	?	-26%	0%
CCCCN(CC)S(=O)(=O)c1ccc2c(c1)n(C)c(=O)c(=O)n2C	8%[10 µM]	11%	nt	-12%[9.22 µM]	nt	nt	nt
O=C(COc1ccc(Cl)cc1Cl)NC(=S)Nc1ccccc1C(=O)O	-17%[10 µM]	5%	1%	-13%[9.22 µM]	nt	nt	1%
O=C(/C=C/NNC(=O)c1ccc(Br)cc1)c1ccccc1	-6%	-1%	-2%[38.3 µM]	1%[9.22 µM]	6%	-12%	5%
COC(=O)c1c(N(S(C)(=O)=O)S(C)(=O)=O)sc2c1CCN(c1ncc(C(F)(F)F)cc1Cl)C2	-2%	1%	37%[38.3 µM]	9%	-8%	-4%	-3%
O=C(O)Cc1sc(-c2ccccc2)nc1-c1cccs1	-22%	5%	?	-5%	-3%[46 µM]	4%	7%

Four entries drawn at random from the list so far:
SMILES	HTT ATP protect	CBFb-RUNX1 inh	IMPase Li cell	HTT aggregate	LMNA splice mod	SMN2 splice up	KinaseGlo FLuc
O=C(O)Cc1sc(-c2ccccc2)nc1-c1cccs1	-22%	5%	?	-5%	-3%[46 µM]	4%	7%
O=C(C1CCN(S(=O)(=O)c2cccs2)CC1)N1CCCCCC1	-23%[10 µM]	-2%	4%[38.3 µM]	3%	5%	2%	-4%
O=C(/C=C/NNC(=O)c1ccc(Br)cc1)c1ccccc1	-6%	-1%	-2%[38.3 µM]	1%[9.22 µM]	6%	-12%	5%
C=CCc1cc(OC)ccc1OCCON1C(=O)CCC1=O	0%	3%	29%[38.3 µM]	-25%	2%	7%	1%

Screens: PubChem BioAssay, National Center for Advancing Translational Sciences (NCATS)
